# Screens from PubChem.
# Pin1 inh: blocks the human prolyl isomerase Pin1; Potency, µM (highest dose often 115 µM), without a hit: top-dose activity, negative = inhibition, most hits filed as inhibitors; actives 0.009% (n = 390,000); AID 504891; Pin1 FP peptide displacement, HiFluor488, 10 min; Q13526; active = well fitted inhibition curve with a large enough effect in the polarisation, with a control signal flat, not every such curve was filed as active; inconclusive = small, poorly fitted or top-dose-only effect, or effect the other way, or a change in a side signal; inactive = no such curve, though single readings can be large or run the other way; the % refers to the polarisation; note: potency is the fitted concentration of half-maximal effect; % is set by controls: 0 for no effect and ±100 for the full control effect
# Target sequence (Q13526 whole entry, looked up): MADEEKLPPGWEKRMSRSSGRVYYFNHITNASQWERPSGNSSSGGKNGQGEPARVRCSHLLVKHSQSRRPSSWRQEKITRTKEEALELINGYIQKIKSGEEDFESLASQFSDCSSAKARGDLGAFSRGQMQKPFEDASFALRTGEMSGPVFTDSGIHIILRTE
# HP1b binding inh: HP1-beta chromodomain-methylated histone interaction inhibition; P83916; AlphaScreen HP1-beta / biotin-H3K9me3 peptide binding; Potency, µM (top dose mostly 114 µM), for inactives: top-dose activity change, negative = inhibition, actives largely listed as inhibitors; actives 0.56% (n = 390,000); note: potency is the fitted concentration of half-maximal effect; nearly all actives have a fitted effect of over 70% in size; inactives centre near 23
#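 AlphaScreen: HP1-beta (50 nM) preformed 30 min with biotin-H3(1-18)K9me3 peptide (50 nM) in PBS pH 7.4, 0.01% Tween-20. Compound added for 30 min at RT, then streptavidin donor/nickel chelate acceptor beads (10 ug/mL) for 30 min.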
# BAZ2B block: inhibitors of human BAZ2B bromodomain | actives 4.4% (n = 360,000) | AlphaScreen BAZ2B-H3K14Ac peptide displacement | Potency, µM (highest dose often 114 µM), for the others: top-dose activity change, negative = inhibition, actives largely listed as inhibitors | Q9UIF8; note: potency is the fitted concentration of half-maximal effect; % is set by controls: 0 for no effect and ±100 for the full control effect; nearly all actives have a fitted effect of over 60% in size
#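 In this displacement format the biotinylated H3(5-23) peptide acetylated at Lys14 serves as ligand at 50 nM, with BAZ2B at 50 nM in PBS pH 7.4 containing 0.01% Tween-20. Donor and acceptor beads are 10 ug/mL final.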
# ERG Ets-DNA blk: ERG Ets/DNA interaction inhibition | P11308 | fluorescence polarization, His-ERG Ets domain / labelled DNA | Potency, µM (top dose mostly 76.9 µM), without a hit: top-dose FP activity, negative = inhibition, actives largely listed as inhibitors | actives 0.028% (n = 370,000) | AID 624246; active = well fitted inhibition curve with a large enough effect in the polarisation, with a control signal flat; inconclusive = small, poorly fitted or top-dose-only effect, or effect the other way, or a change in a side signal; inactive = no such curve, though single readings can be large or run the other way; the % refers to the polarisation;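 note: polarization taken with two DNA probes labelled with fluorescein and Texas red; potency is the fitted concentration of half-maximal effect; % of control where 0% means no effect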
#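 His-tagged ERG Ets domain (1 uM in the protein solution; 300mM KCl, 50mM Tris-HCl, 1mM EDTA, 1mM DTT, pH 7.5) received compound, then a probe mix of 5 nM fluorescein-DNA and 100nM Texas-615-DNA. Fluorescence polarization was read for both dyes.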
# G9a block: blocks human histone lysine methyltransferase G9a. Q96KQ7. G9a H3K9 monomethylation, AlphaScreen, 2 h. Potency, µM (doses to about 102 µM), inactives show at the highest dose activity, negative = inhibition, most hits filed as inhibitors. actives 8.8% (n = 350,000). AID 504332; note: potency is the fitted concentration of half-maximal effect; % is set by controls: 0 for no effect and ±100 for the full control effect; nearly all actives have a fitted effect of over 75% in size
# Target sequence (Q96KQ7 913-1193 limits assumed): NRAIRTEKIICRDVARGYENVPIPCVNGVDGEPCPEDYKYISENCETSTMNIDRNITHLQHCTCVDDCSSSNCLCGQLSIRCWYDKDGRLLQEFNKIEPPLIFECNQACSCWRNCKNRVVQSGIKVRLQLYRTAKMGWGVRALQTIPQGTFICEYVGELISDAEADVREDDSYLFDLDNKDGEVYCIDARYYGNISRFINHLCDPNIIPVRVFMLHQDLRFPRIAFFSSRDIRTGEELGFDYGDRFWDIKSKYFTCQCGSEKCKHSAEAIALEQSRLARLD
#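 Step 1: enzyme (final 20 nM) with compound, 15 min RT. Step 2: substrate peptide 500 nM and SAM 20 uM, 2 h RT. Step 3: anti-H3K9me1 antibody and AlphaScreen beads, 10 min, then plate read.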
# GLS inhibitor: glutaminase GLS (human) inhibition | GLS enzymatic activity, qHTS titration | Potency, µM (highest dose often 45.5 µM), for the others: top-dose activity change, negative = inhibition, usual class: inhibitors | O94925 | actives 0.21% (n = 410,000); note: potency is the fitted concentration of half-maximal effect; % is set by controls: 0 for no effect and ±100 for the full control effect
#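 hKGA in 45 mM KH2PO4 (pH 8.2), 0.02% Tween-20 with compound, then 1mM L-Glutamine (stock as added) plus glutamate oxidase/HRP/Amplex red coupling mix. Fluorescence read initially and after 30 min at RT; signal change reflects glutamate formation.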
# PI4K2A inh: PI4K2A (human) kinase inhibition | Q9BTU6 | purified PI4K2A, ADP-Glo luminescence, 1 h; active compounds read low | activity change, negative = inhibition, % at 76.9 µM | actives 0.13% (n = 420,000); in the data active = activity change below about -50%; inconclusive = mostly about -30% to -49%;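 note: -100% = wells without enzyme as full effect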
#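 PI4K2A activity was measured by ADP-Glo luminescence: enzyme (4 ug/mL stock) and phosphatidylinositol (1.2 mM stock) in Tris pH 7.5/MgCl2/EGTA/Triton X-100 buffer were reacted with ATP (300 microM stock) for one hour at ambient temperature.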
# Tb PGK inh: blocks T. brucei phosphoglycerate kinase; P07378; PGK/GAPDH coupled, Kinase-Glo luminescence, 60 min; Potency, µM (highest dose often 57.5 µM), inactives show top-dose activity change, negative = inhibition, most hits filed as inhibitors; actives 0.043% (n = 380,000); note: potency is the fitted concentration of half-maximal effect; % is set by controls: 0 for no effect and ±100 for the full control effect; nearly all actives have a fitted effect of over 60% in size
# Target sequence (P07378 whole entry, looked up): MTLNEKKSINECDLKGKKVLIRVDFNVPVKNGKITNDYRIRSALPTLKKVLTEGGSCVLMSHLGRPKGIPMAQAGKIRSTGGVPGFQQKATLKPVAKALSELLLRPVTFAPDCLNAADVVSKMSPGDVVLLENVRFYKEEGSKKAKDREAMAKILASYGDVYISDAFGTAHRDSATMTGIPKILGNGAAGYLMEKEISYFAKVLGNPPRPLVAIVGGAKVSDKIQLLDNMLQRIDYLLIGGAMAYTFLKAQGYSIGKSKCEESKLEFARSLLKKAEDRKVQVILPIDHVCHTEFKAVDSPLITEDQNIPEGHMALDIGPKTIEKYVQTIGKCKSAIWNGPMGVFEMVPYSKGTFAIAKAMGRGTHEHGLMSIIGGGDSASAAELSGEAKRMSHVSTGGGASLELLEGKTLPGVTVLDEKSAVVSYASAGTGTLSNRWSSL
#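 Luminescent ATP detection (Kinase-Glo Plus) follows a 60-minute room-temperature incubation, with wells lacking PGK as controls. Buffer: 100 mM TEA (pH 7.6), 5 mM MgCl2, 0.01% Tween-20. Coupling enzyme GAPDH (100 nM final) supplies unstable 1,3-BPG in-well.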
# JMJD2A Tudor inh: JMJD2A Tudor domain (human) inhibition. Potency, µM (doses to about 114 µM), for inactives: top-dose activity change, negative = inhibition, actives largely listed as inhibitors. actives 4.4% (n = 390,000). AlphaScreen JMJD2A-Tudor / H3K4me3 peptide binding. O75164; note: potency is the fitted concentration of half-maximal effect; % is set by controls: 0 for no effect and ±100 for the full control effect; nearly all actives have a fitted effect of over 50% in size
# The depositor's hits bear a star; i = inactive; ? = inconclusive; . = not tested or not shown; & = joins results of further samples; [ ] = dose if it differs, or a comment. Unless noted, calls come from the whole dose curve; as a rule, active = well fitted curve in the direction sought with a large enough effect; inconclusive = small, poorly fitted or top-dose-only effect, or another doubt; inactive = no such curve, though single readings can be large; an effect the other way counts as inactive or inconclusive.
SMILES,Pin1 inh,HP1b binding inh,BAZ2B block,ERG Ets-DNA blk,G9a block,GLS inhibitor,PI4K2A inh,Tb PGK inh,JMJD2A Tudor inh
C#CCO[C@@H]1C[C@H](n2cnc3c(NC(=O)c4ccccc4)ncnc32)O[C@@H]1CO,-4%,15%,0%,-13%,36%[59 µM],4%,-5,i,-22%
CC(NC(=O)C1CCC(C(=O)NC(C)c2ccccc2)CC1)c1ccccc1 (stereo unspecified),3%,15%,4%,-5%,23%,3%,-23,-6%,-17%
CCN(CC)CCNC(=O)c1ccc(NC(=O)Cc2ccccc2F)cc1,-1%,28%,-5%,1%,12%,3%,-1,i,-33%
O=C(c1ccc(Cl)c(S(=O)(=O)N2CCOCC2)c1)N1CCCCCC1,-1%,0%,?,7%,2%,5%,4,2%,-4%
CC(C)OC(=O)CC(=O)CSc1nc2c(cc1C#N)CCCCCC2,2%,117%[activator],19%,-1%,-40%,11%,-3,3%,-2%
O=C(CCCC(=O)N(c1ccc2c(c1)OCCO2)C(C(=O)NC1CCCCC1)c1ccc(F)cc1)Nc1ccccn1 (stereo unspecified),0%,34%,-37%,.,17%[12.7 µM],15%,1,-7%,-13%
CC(C)(C)n1nnnc1C(c1cccs1)N(Cc1cccnc1)CC1CCCO1 (stereo unspecified),-12%,17%,-26%,2%,-20%,1%,2,1%,-17%
COc1ccc2c(c1)cc(C)c1nnc(SCC(=O)N3CCN(C(=O)c4ccco4)CC3)n12,-5%,21%,5%,.,-8%,6%,-4,.,-18%
CC1CN(C(=O)CCC(=O)Nc2cc(F)ccc2F)c2ccccc2S1 (stereo unspecified),?,10%,-13%,-6%,7%[59 µM],2%,-3,-2%,-19%
CCc1ccc(OCC(=O)N(Cc2ccc(Cl)cc2)C2CCS(=O)(=O)C2)cc1 (stereo unspecified),3%,6%,-8%,4%,1%[59 µM],-2%,-2,-12%,-2%
c1ccc(-c2cc(-c3ccccc3)on2)cc1,-11%,1%,3%,-3%,23%,-5%,-18,-5%,-20%[11.4 µM]
CN(Cc1ccccc1)S(=O)(=O)c1nnc(NC(=O)c2ccccc2)s1,-2%&-9%,255%&92%[activator],-3%&5%,9%&-1%,5%,-4%&-7%,6&2,-10%,3%&15%
O=C(NCC1CCCO1)c1ccc2c(c1)N(Cc1ccc(F)cc1)CCS2 (stereo unspecified),-1%,28%,-14%[57.1 µM],9%,18%,-3%,-3,-8%,4%
CSc1cccc(NC(=O)c2nnn(Cc3ccccc3)c2N)c1,0%,10%,0%,-5%,7%,1%,2,-1%,-18%
O=C(COC(=O)c1ccccc1Br)NCC1CCCO1 (stereo unspecified),0%,22%,.,6%,.,-1%,0,1%,-1%
CCOc1ccccc1NC(=O)C1Cc2ccccc2CN1S(C)(=O)=O (stereo unspecified),-3%,26%,1%,0%,.,-4%,4,-4%,-3%
CN(C)CCCN(C(=O)c1ccc(Cl)s1)c1nc2cc3c(cc2s1)OCO3,0%,13%,?,2%,?,2%,-4,-3%,-20%
Cn1c(=O)c2c(nc(CN3CCN(CCO)CC3)n2Cc2cccc3ccccc23)n(C)c1=O,-8%,24%,3%,-6%,14%[59 µM],-1%,-4,i,-8%
O=C(NCCCc1ccccc1)c1ccc(CS(=O)Cc2ccc(Cl)cc2)o1 (stereo unspecified),3%,30%,-15%,-1%,11%,8%,-4,-3%,-7%
CC1=C(c2ccccc2)SC2=NCCN21,-2%,32%,8%,13%,?,17%,5,0%,-14%

# Nine consecutive records already listed:
SMILES,Pin1 inh,HP1b binding inh,BAZ2B block,ERG Ets-DNA blk,G9a block,GLS inhibitor,PI4K2A inh,Tb PGK inh,JMJD2A Tudor inh
CN(Cc1ccccc1)S(=O)(=O)c1nnc(NC(=O)c2ccccc2)s1,-2%&-9%,255%&92%[activator],-3%&5%,9%&-1%,5%,-4%&-7%,6&2,-10%,3%&15%
O=C(NCC1CCCO1)c1ccc2c(c1)N(Cc1ccc(F)cc1)CCS2 (stereo unspecified),-1%,28%,-14%[57.1 µM],9%,18%,-3%,-3,-8%,4%
CSc1cccc(NC(=O)c2nnn(Cc3ccccc3)c2N)c1,0%,10%,0%,-5%,7%,1%,2,-1%,-18%
O=C(COC(=O)c1ccccc1Br)NCC1CCCO1 (stereo unspecified),0%,22%,.,6%,.,-1%,0,1%,-1%
CCOc1ccccc1NC(=O)C1Cc2ccccc2CN1S(C)(=O)=O (stereo unspecified),-3%,26%,1%,0%,.,-4%,4,-4%,-3%
CN(C)CCCN(C(=O)c1ccc(Cl)s1)c1nc2cc3c(cc2s1)OCO3,0%,13%,?,2%,?,2%,-4,-3%,-20%
Cn1c(=O)c2c(nc(CN3CCN(CCO)CC3)n2Cc2cccc3ccccc23)n(C)c1=O,-8%,24%,3%,-6%,14%[59 µM],-1%,-4,i,-8%
O=C(NCCCc1ccccc1)c1ccc(CS(=O)Cc2ccc(Cl)cc2)o1 (stereo unspecified),3%,30%,-15%,-1%,11%,8%,-4,-3%,-7%
CC1=C(c2ccccc2)SC2=NCCN21,-2%,32%,8%,13%,?,17%,5,0%,-14%

# Continued.
SMILES,Pin1 inh,HP1b binding inh,BAZ2B block,ERG Ets-DNA blk,G9a block,GLS inhibitor,PI4K2A inh,Tb PGK inh,JMJD2A Tudor inh
COc1cc2c3nnc(-c4ccc(F)cc4)c-3cn(Cc3ccccc3)c2cc1OC,?,26%,9%,-4%,?,1%,-4,i,-19%
COc1ccccc1-c1nn(Cc2ccccc2)cc1C(=O)N1CCN(c2ncccn2)CC1,19%,18%,2%,2%,22%[12.7 µM],4%,0,-3%,-14%
Cc1nc(N2CCC(C(N)=O)CC2)c2nnn(Cc3ccccc3)c2n1,1%,27%,10%,-1%,11%[2.33 µM],1%,2,6%,3%
COc1ccccc1N1CCN(c2cc(=O)n(-c3ccccc3Cl)c(=O)[nH]2)CC1,-5%,15%,5%,-3%,4%[59 µM],22%,-6,-7%,-7%
O=C1c2ccccc2C(=O)N1CCCCc1cn(C[C@H]2CC[C@H](Cn3cc(CCCCN4C(=O)c5ccccc5C4=O)nn3)O2)nn1,2%,30%,.,-1%,.,3%,0,-7%,-20%
COc1ccc(OCC(=O)NNC(=O)Cc2coc3cc(OC)ccc23)cc1,0%,12%,13%,-6%,20%[59 µM],4%,-2,-4%,-11%
CC(OC(=O)c1ccncc1)C(=O)NC1CCCC1 (stereo unspecified),-2%,33%,-8%,-2%,-2%[59 µM],0%,12,-1%,3%
COc1cc(C(=O)OCC(=O)c2cc(C)n(C)c2C)cc(OC)c1OC,?,?,0%,-4%,5%[59 µM],26%,-11,2%,32µM*
O=C(CN1C(=O)C2CCCCC2C1=O)Nc1nc(-c2ccc(F)cc2)cs1 (stereo unspecified),8%,22%,-22%,6%,-37%,-2%,-2,i,-10%
CSCCC(NC(=O)C1CCC(C)CC1)C(=O)NCc1ccco1 (stereo unspecified),7%,10%,4%,-1%,?,3%,4,-1%,0%[57.1 µM]
Clc1ccc(-c2nc(-c3ccncc3)no2)c(Cl)c1,-1%,38%[activator],.,7%,.,6%,2,-1%,-9%
CCCOc1ccc(Cn2cnc3ccccc32)cc1,6%,20%,9%,-4%,-1%[59 µM],11%,-1,2%,-19%
NC(=O)C1(N2CCCCC2)CCN(CC(=O)Nc2ccccc2-c2ccccc2)CC1,-2%,11%,-5%,.,-21%[12.7 µM],11%,1,.,-3%
CCOC(=O)/C=C1/SCC(=O)N1CC(=O)NC12CC3CC(CC(C3)C1)C2,23%,45%[activator],.,0%,.,-8%,-7,-1%,-7%
CNc1ncc(C(=O)c2ccc(Cl)c(Cl)c2)s1,21%,14%,-17%,-6%,82%[activator][59 µM],-2%,-11,-9%,?
CCC1CCC2(CC1)NC(=O)N(CC(=O)Nc1cccc(S(=O)(=O)N(C)c3ccccc3)c1)C2=O (stereo unspecified),16%,46%[activator],-6%,13%,5.6µM*,-4%,0,i,-27%
Cc1cc(/C=N/NC(=O)C(O)(c2ccccc2)c2ccccc2)c(C)n1-c1cccc(C(=O)O)c1,?,-4%,56µM*,5%,40µM*,?,-4,-12%,?
Cc1nn(-c2ccc(F)cc2)c(C)c1NS(=O)(=O)c1ccc2ccccc2c1,10%,2%,-25%,.,6%,8%,1,-5%[11.5 µM],-22%
O=C(CCCN1C(=O)c2cccnc2Oc2ccc(Cl)cc21)NCc1ccc(F)cc1,-4%,24%,-1%,2%,-3%[59 µM],1%,-2,6%,-6%
COc1ccc(C)cc1NC(=O)c1cc(S(=O)(=O)N2CCN(c3cccc(C)c3C)CC2)ccc1F,2%,14%,-30%,-4%,-26%[59 µM],-7%,-3,-2%,-12%
COc1ccc2ccn(C)c2c1,3%,23%,11%,-10%,0%[0.501 µM],3%,1,7%,-16%
CN1CCCN(C(=O)C2CCC(C(=O)N3CCCN(C)CC3)CC2)CC1 (stereo unspecified),-2%,22%,.,6%,?,-2%,-2,4%,3%
